Source: PubChem
GC-A act: GC-A (human) enzyme activation; hit rate 0.14% among 370,000; HEK293 GC-A cells, cGMP TR-FRET, EC30 ANP; 0% at EC30 ANP, 100% saturating ANP; activation, % at 10 µM; P16066; AID 1671463; in the data active = activation above about 40%
GC-B act: GC-B (human) receptor activation. P20594. HEK293-GC-B cells, CNP EC30, cGMP TR-FRET; 0% at EC30 CNP, 100% saturating CNP. activation, % at 10 µM. hit rate 0.11% among 370,000. AID 1920062;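 active = activation at 10 µM reaching about 35% in either raw or pattern-adjusted values, limit read from the data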
Target sequence (P20594 whole entry, looked up): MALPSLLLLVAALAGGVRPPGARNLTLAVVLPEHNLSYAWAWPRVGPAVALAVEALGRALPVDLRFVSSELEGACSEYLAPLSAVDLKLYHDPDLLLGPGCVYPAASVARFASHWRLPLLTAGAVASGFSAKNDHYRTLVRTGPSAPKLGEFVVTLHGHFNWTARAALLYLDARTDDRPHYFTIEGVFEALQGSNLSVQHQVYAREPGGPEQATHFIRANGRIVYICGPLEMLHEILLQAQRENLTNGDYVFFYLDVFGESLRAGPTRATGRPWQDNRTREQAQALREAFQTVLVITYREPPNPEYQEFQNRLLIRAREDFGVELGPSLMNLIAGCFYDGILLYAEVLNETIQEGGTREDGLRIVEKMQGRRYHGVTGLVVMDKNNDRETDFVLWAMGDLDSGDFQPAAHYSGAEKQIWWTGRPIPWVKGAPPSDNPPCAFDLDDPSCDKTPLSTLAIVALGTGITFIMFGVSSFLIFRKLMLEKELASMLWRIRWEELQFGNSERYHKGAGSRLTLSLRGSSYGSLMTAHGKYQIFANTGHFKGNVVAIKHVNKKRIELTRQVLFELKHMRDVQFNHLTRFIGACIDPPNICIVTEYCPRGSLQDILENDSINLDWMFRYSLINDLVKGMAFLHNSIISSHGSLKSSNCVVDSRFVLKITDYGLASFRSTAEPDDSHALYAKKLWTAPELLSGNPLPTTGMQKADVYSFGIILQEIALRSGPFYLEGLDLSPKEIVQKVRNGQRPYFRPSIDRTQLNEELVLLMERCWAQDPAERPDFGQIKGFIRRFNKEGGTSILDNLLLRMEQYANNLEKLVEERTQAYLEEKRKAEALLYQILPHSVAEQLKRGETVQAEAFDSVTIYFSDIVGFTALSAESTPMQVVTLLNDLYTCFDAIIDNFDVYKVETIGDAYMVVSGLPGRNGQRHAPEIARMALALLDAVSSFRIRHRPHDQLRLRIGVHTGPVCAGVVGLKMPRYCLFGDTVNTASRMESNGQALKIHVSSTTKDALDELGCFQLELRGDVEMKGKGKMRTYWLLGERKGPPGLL
GAA850 FXN act: increases GAA850 frataxin promoter reporter activity | HEK293 lucGAA850 FXN promoter luciferase reporter, 24 h; percent of 10 µM SAHA response | activation, % at 6 µM | hit rate 0.56% among 360,000 | AID 540364;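 active = activation above the average of all compounds screened plus 3 SD, cutoff fixed separately per campaign, cut at about 7.5% in these data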;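 note: 0% = DMSO wells and 100% = 10 µM SAHA wells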
NR0B1 inh: NR0B1 (DAX1) inhibition. hit rate 0.99% among 340,000. inhibition, % at 6.75 µM. AID 504766. P51843. HEK293 Gal4-DAX1 luciferase reporter, luminescence;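 active = inhibition above the mean over all tested compounds plus 3 SD, cut at about 4.2% in these data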;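 note: 0% = DAX1-transfected cells with DMSO and 100% = empty-vector control cells with DMSO; inhibition shows as a rise in luminescence from relieved DAX1 repression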
* hit, by the source's call; nt = no result given.

canonical_smiles,GC-A act,GC-B act,GAA850 FXN act,NR0B1 inh
O=C(C1=C[C@H](c2coc3ccccc3c2=O)C[C@H](OCc2ccc(CO)cc2)O1)N1CCN(Cc2ccccc2)CC1,nt,nt,0.5,-0.1
CC(c1ccco1)N(C(=O)c1ccccc1NS(=O)(=O)c1cccc([N+](=O)[O-])c1)c1ccccn1 (stereo unspecified),nt,nt,-1.1,2.5
CCCN(CCC)C(=O)c1cc(-c2ccc3c(c2)OCO3)nc2ccccc12,nt,nt,-2.7,-2.0
CCc1cc2c(N3CCN(c4nnc(CC)s4)CC3)ncnc2s1,nt,nt,-3.0,-3.4
O=C(CCn1c(=O)c2cccn2c2cccnc21)N1CCN(c2cccc(Cl)c2)CC1,nt,nt,1.2,-0.6
COc1cc2c(cc1OC)CN(C(=O)Cn1ccccc1=O)CC2,nt,nt,-0.6,1.2
COc1cccc(CN(C)C(=O)c2cc(-c3ccc(F)cc3)nc3ccccc23)c1,nt,nt,-4.0,-0.9
COc1ccc(-c2cc(C(=O)OCC(=O)NC(C)(C)C)c3ccccc3n2)cc1,nt,nt,-0.1,1.8
CN1C(=O)NC(c2cccc(O)c2)C(C(=O)c2cccs2)C1(O)C(F)(F)F (stereo unspecified),nt,nt,-1.0,-0.7
CCN(CC)CCN(C(=O)c1ccc(S(=O)(=O)N2CCCCC2)cc1)c1nc2cc3c(cc2s1)OCO3,nt,nt,1.2,-0.3
CN1CCN(CC(=O)N2CCn3c4c(c5cc(C6CCCCC6)ccc53)CCCC42)CC1 (stereo unspecified),nt,nt,0.0,-0.9
S=C(Nc1ccc(Cl)cc1Cl)Nc1ccccc1Oc1ccccc1,nt,nt,2.0,1.6
C#CCOCCOCCOCCNc1nc(N2CCN(C(=O)[C@H](CCC(=O)O)n3cc(C(N)CC(C)C)nn3)CC2)nc(N2CCN(C(=O)[C@H](Cc3ccc(O)cc3)n3cc(C(N)CC(C)C)nn3)CC2)n1 (stereo partly specified),nt,nt,-0.2,-0.7
O=C1CC(=O)OC(c2ccc([N+](=O)[O-])cc2)O1,nt,nt,0.4,-2.1
COc1cc(C(=O)NCCc2ccc(F)cc2)ccc1OCC(=O)N1CCOCC1,nt,nt,-0.5,0.2
COc1ccccc1N1CCc2c(C)nc3c(OC)cccc3c21,nt,nt,0.7,0.4
O=C(NCCCN1CCOCC1)c1sc2cc([N+](=O)[O-])ccc2c1Cl,nt,nt,-0.8,-1.6
O=C1c2ccccc2C(=O)N1CCSc1ccccc1,nt,nt,3.0,2.0
CC(=O)c1ccc(N2CCN(C(=O)Nc3ccc(F)cc3)CC2)cc1,nt,nt,2.2,0.2
Cc1nc(C)c(C(=O)N/N=C/c2c[nH]c3ccccc23)s1,nt,nt,-0.7,-0.8
O=c1cc(C(F)(F)F)[nH]c2c(C(F)(F)F)cccc12,nt,nt,0.9,0.3
COc1ccc(N(CC(=O)Nc2ccc3c(c2)OCCO3)S(=O)(=O)c2cccnc2)cc1,nt,nt,-5.1,-1.4
CCc1ccc(-c2cc(C(F)(F)F)n3nc(C(=O)Nc4cnn(Cc5ccc(C)cc5)c4)cc3n2)s1,nt,nt,-0.6,0.1
Cc1cc(C)c2sc(N(CCCN(C)C)C(=O)c3ccc(S(=O)(=O)N4CCc5ccccc5C4)cc3)nc2c1,nt,nt,-3.5,0.1
COc1ccc(C(C[N+](=O)[O-])C2(c3ccc(OC)c(OC)c3)C(=O)c3ccccc3C2=O)cc1 (stereo unspecified),nt,nt,7.4,-1.1
CCN1C(=NCCc2cccs2)N[C@@H](c2cccs2)C(C(=O)OC)=C1C,nt,nt,-4.9,0.1
COc1ccc2ccc3c(c2c1)N=CC1(O3)N(C)c2ccccc2C1(C)C (stereo unspecified),nt,nt,2.9,-2.5
CCCOc1ccc(/C(O)=C2/C(=O)C(=O)N(CCN(C)C)C2c2ccc(O)c(OC)c2)cc1 (stereo unspecified),nt,nt,1.2,0.6
C[C@H](NC(=O)c1ccc2c(c1)OCO2)c1nnc2ccccn12,nt,nt,-1.7,0.2
Cc1ccc(N=Nc2c(O)n(CN3CCOCC3)c3ccccc23)cc1,nt,nt,7.7*,3.0
CCc1ccc(CN2CCC(C(=O)Nc3cccc(-c4nnc(C)s4)c3)CC2)o1,nt,nt,1.5,-0.6
CCCN(CCC)S(=O)(=O)c1ccc(C(=O)OCCN2C(=O)c3cccc4c(N5CCOCC5)ccc(c34)C2=O)cc1,nt,nt,0.1,-0.2
Cc1cc(N2CCN(C)CC2)ccc1NC(=O)c1c2c(nc3ccccc13)CCN(Cc1ccccc1)C2,nt,nt,-5.0,-1.8
O=c1c2c3c(sc2nc2sc(C4CC4)nn12)CCCC3,nt,nt,2.1,2.2
c1ccc(CC2CCN(C3=Nc4cccc5cccc3c45)CC2)cc1,nt,nt,0.5,0.8
CCNCC(=O)N1c2ccccc2CCc2ccc(NC(=O)OCC)cc21,nt,nt,-0.3,0.6
COc1ccc(-c2nc(-c3ccc(NC(=O)c4ccncc4)cc3)no2)cc1OC,nt,nt,-10,-4.0
CN(C(=O)CN1CCN(c2ccc([N+](=O)[O-])cn2)CC1)c1ccccc1,nt,nt,1.4,-0.1
CCOC(=O)C1(C)CCN1C(=O)c1cc(C)n(C(C)(C)C)n1 (stereo unspecified),-2,2,-0.4,nt
CN(C)S(=O)(=O)c1ccc(C(=O)Nc2ccccc2OC(F)(F)C(F)F)cc1,3,0,-2.7,-0.6
O=C(NCCN=C1NS(=O)(=O)c2ccccc21)c1ccco1,-1,0,1.9,-0.1
Cc1cc(C)n(C(=O)c2ccc(S(=O)(=O)N3CCOCC3)cc2)n1,1,1,0.9,2.4
O=C(CSc1nc2ccccc2s1)c1cc2ccccc2o1,-5,-13,1.4,0.2
COc1ccccc1NC(=O)c1sc2nc(Cc3ccccc3)cc(C(F)(F)F)c2c1N,7,-7,0.7,1.0
COc1ccc(CN2C(=O)c3ccccc3C2C(=O)NCc2cccnc2)c(OC)c1 (stereo unspecified),-6,-3,0.4,0.1
CCOC(=O)c1c(NC(=O)C(C)Sc2cccc[n+]2[O-])sc2c1CCN(Cc1ccccc1)C2 (stereo unspecified),9,-1,0.5,-1.2
COc1cc2c(cc1NC(=O)CSc1nnc(Cc3cccs3)n1Cc1ccco1)oc1ccccc12,-7,-1,-2.9,0.7
CCCCN(CCCC)S(=O)(=O)c1ccc(NC(=O)CN2CCOCC2)cc1,-4,-5,-0.1,0.9
Cc1cc(C)nc(NN2C(=O)/C(=C/c3ccc(O)cc3)SC2=S)n1,-5,-5,-0.3,0.5
NC(=O)Nc1ccccc1C(=O)N1CCC(O)(c2ccc(Cl)cc2)CC1,1,0,0.6,5.4*
O=C1CSC(c2ccccc2)N1c1nc(-c2ccc(Cl)cc2Cl)cs1 (stereo unspecified),-3,-4,1.7,0.0
CCOC(=O)CC(=O)Nc1c(C)cc(C)cc1C,1,2,0.2,1.4
Cc1cc(C(=O)NC(C)C2CCCO2)cs1 (stereo unspecified),1,-1,3.2,-0.3
C=CCNC(=O)CCCOc1cc(C)ccc1C,4,-3,-1.0,1.8
CC(C)N(Cc1nc(-c2ccccc2)no1)C(=O)c1ccc2c(c1)OCO2,1,-2,1.5,-0.1
Cc1cc(C)nc(NS(=O)(=O)c2ccc(NC(=O)c3ccc(S(=O)(=O)N4CCOCC4)cc3)cc2)n1,-2,-4,-2.2,0.8
O=C1C2CCCCN2C(=O)N1CCCN1CCN(c2ccc(F)cc2)CC1 (stereo unspecified),2,5,0.9,1.3
Cc1ccccc1Nc1nnc(SCc2cc([N+](=O)[O-])cc3c2OCOC3)s1,-4,-10,0.6,-1.6
COc1cccc(NC(=O)CN2C(=O)C3(OCCCO3)c3ccccc32)c1,-1,-5,-2.0,0.0
O=C(c1cnn2c(C(F)F)cc(-c3ccccc3)nc12)N1CCCc2ccccc21,-17,-9,-1.7,-0.3

Following part:
canonical_smiles,GC-A act,GC-B act,GAA850 FXN act,NR0B1 inh
O=C(CSc1nnc(-c2ccncc2)n1Cc1ccco1)OC1CCCCC1,5,8,0.3,-0.4
CCc1c(C(=O)NNC(=S)NCC(C)C)csc1C,3,4,-1.9,0.3
CCCN1C(=O)C2(C(C(=O)c3ccc(C)o3)=C(O)C(=O)N2CCCN2CCOCC2)c2ccccc21 (stereo unspecified),-5,2,0.1,0.6
O=C(NCc1ccco1)c1cc(-c2ccco2)on1,4,0,4.7,-0.1
O=C(CN(Cc1ccccc1Cl)C(=O)Cn1nnc(-c2cccs2)n1)NCC1CCCO1 (stereo unspecified),-12,-4,3.7,0.1
CC(=O)c1cc(-c2ccccc2)n(CC(=O)N2CCC(C)CC2)c1C,-3,1,1.4,-1.2
CCc1nnc(NC(=O)CSc2nc(C)c3c(c2C#N)CCCC3)s1,-6,4,-1.2,0.0
CCc1ccc(C(=O)Nc2nnn(CC)n2)cc1,5,3,3.6,-1.4
CN1CCN(c2nc3c(c(=O)n(C)c(=O)n3C)n2CC(=O)C23CC4CC(CC(C4)C2)C3)CC1,0,3,0.9,-0.2
CCCc1nc2sc3c(c2c(=O)n1NC(=O)CCC(=O)O)CCCC3,1,2,-1.6,-0.9
CN(C)CCNc1oc(COc2ccc(-c3ccccc3)cc2)nc1C#N,6,-7,0.0,-0.9
COc1ccc(-c2cc(C(F)(F)F)n3nc(N)nc3n2)cc1,7,-2,2.5,-0.1
O=C(CSc1nc(O)cc(=O)n1-c1ccccc1)N1CCCCC1,1,5,-1.7,-0.8
CCCC(O)(CCC)C(=O)NN1CCCCC1,-1,2,-0.5,-0.1
O=C(NCCN1CCOCC1)c1ccc2ccccc2n1,2,2,1.9,-1.0
CC(=O)Nc1cccc(OCC(=O)NS(=O)(=O)c2ccc(C)cc2)c1,2,-1,-0.2,1.3
CCCSc1nc(-c2ccccc2)cc(C(F)(F)F)c1C#N,2,5,1.1,-1.0
COc1ccc(CNC(=O)c2cc(-c3ccccc3OC)on2)cc1,-4,-16,-0.8,0.6
CCOC(=O)c1ccc(NC(=O)N2CCN(Cc3cccc(F)c3)CC2)cc1,4,-1,-3.8,0.5
O=C(NCc1cccs1)c1cnc2ccccn2c1=O,1,-3,0.1,0.1
COc1ccc(-c2cn3cccnc3n2)cc1NC(=O)C1CC1,2,5,-0.7,-0.4
Cc1cc(NS(=O)(=O)c2ccc(NC(=O)CCN3C(=O)c4ccccc4C3=O)cc2)no1,2,3,-1.1,0.9
Cc1ccc(S(=O)(=O)c2nc(S(=O)(=O)c3ccc(C)cc3)c(NCc3ccco3)s2)cc1,3,4,3.3,0.5
Cc1cccc(NC(=O)Cn2nc(C(F)(F)F)cc2C2CC2)c1,-7,1,-4.2,-0.6

Sorted by SMILES length (rising): some entries from above.
canonical_smiles,GC-A act,GC-B act,GAA850 FXN act,NR0B1 inh
O=C(NCc1cccs1)c1cnc2ccccn2c1=O,1,-3,0.1,0.1
CCCSc1nc(-c2ccccc2)cc(C(F)(F)F)c1C#N,2,5,1.1,-1.0
COc1ccc(-c2cn3cccnc3n2)cc1NC(=O)C1CC1,2,5,-0.7,-0.4
COc1ccc(CNC(=O)c2cc(-c3ccccc3OC)on2)cc1,-4,-16,-0.8,0.6
CC(=O)Nc1cccc(OCC(=O)NS(=O)(=O)c2ccc(C)cc2)c1,2,-1,-0.2,1.3

Other entries follow.
canonical_smiles,GC-A act,GC-B act,GAA850 FXN act,NR0B1 inh
O=C(CN(c1ccccc1F)S(=O)(=O)c1ccccc1)NC1CCCCCC1,-5,-7,-0.5,1.8
COC(=O)c1sccc1NC(=O)c1csc2c1CCCC2,2,4,-1.0,4.4*
CCOC(=O)c1c(C)[nH]c(C(=O)NNC(=O)c2ccccc2)c1C,-7,-2,3.1,1.2
CCOC(=O)CSCC(=O)Nc1cc(C)ccc1C,4,-2,-2.0,2.2
O=C1CCc2cc(S(=O)(=O)N3CCN(c4cccc(C(F)(F)F)c4)CC3)ccc2N1,-5,-4,-0.7,0.3
Cc1ccc(-c2nnn(CC(=O)N(c3cccc(O)c3)C(C(=O)NC(C)(C)C)c3cccs3)n2)o1 (stereo unspecified),1,-1,-3.3,-0.9
O=C(NC(=S)NCCc1ccccc1)c1ccccc1,-1,0,3.9,1.1
CN1CCN(Cc2ccc(-c3ccc(Cl)cc3)o2)CC1,6,-2,2.1,-0.4
COc1cccc(NC(=O)N2CCN(C(=O)C(Cc3ccc(OC)c(OC)c3)NC(C)=O)CC2)c1 (stereo unspecified),7,2,1.2,0.2
Cc1nn(-c2nc3ccccc3[nH]2)c(N)c1-c1ccc(Cl)cc1,2,-4,4.2,2.0
Cc1ccc(-c2[nH]nc3c2C(c2ccc(OC(=O)N4CCOCC4)cc2)C(C#N)=C(N)O3)cc1 (stereo unspecified),-19,-8,-0.6,2.1
O=C(/C=C/c1ccccc1Cl)NCCc1ccccc1,-2,-6,2.8,1.5
COc1ccc(-c2nc3c(Br)c(N)c(Br)cc3o2)cc1,3,-7,6.9,1.0

Not all compounds are listed (hit frequency here may not be typical).
